V1aR counter: activates human V1a receptor in oxytocin agonist counter-screen | CHO-V1R cells, Fluo-8 calcium fluorescence, agonist mode; 0% DMSO, 100% 3 nM vasopressin | 320,000 tested, 0.25% active | activation, % at 3 µM;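 active = activation above the mean activation of all tested compounds plus 3 SD, per screening run, cut at about 20% in these data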;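 note: signal is peak over basal fluorescence ratio across a 100 second FLIPR read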
CHO parental Ca: signal in parental CHO cells, OX1R antagonist counter-screen | parental CHO-K1, ATP-induced calcium, Fluo-8 fluorescence | inhibition, % at 5.6 µM | 330,000 tested, 0.63% active | AID 463079;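 active = inhibition above that plate's mean sample inhibition plus 3 SD, cut at about 26% in these data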;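 note: 0% = ATP-challenged DMSO wells and 100% = DMSO wells without ATP; some compounds past the cut are filed as inactive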
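Material – parental CHO cells · Reagent – ATP stimulus · Compound – single nominal dose of 5.6 µM per compound · Detection – Fluo-8 fluorescence · Read-out basis – percent inhibition of calcium signal · Controls – ATP-challenged DMSO wells low, unchallenged DMSO wells high · Repeats – no replicates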
CHO-K1 Ca antag: counter-screen for M1 antagonists: effect in parental CHO-K1 cells. ATP-induced calcium, Fluo-8 fluorescence. inhibition, % at 3 µM. 360,000 tested, 0.6% active. AID 602250;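 active = inhibition above a per-plate cutoff, the plate's mean sample inhibition plus 3 SD, cut at about 24% in these data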;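 note: 0% = DMSO plus EC80 ATP and 100% = DMSO alone without ATP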
TAAR1 antagonist: antagonists of human TAAR1; 360,000 tested, 1.5% active; CHO RD-HGA16 TAAR1, Fluo-8 calcium fluorescence, antagonist; inhibition, % at 3 µM; AID 624466;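 active = inhibition above a per-plate cutoff, the mean inhibition of test compounds on that plate plus 3 SD, cut at about 49% in these data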;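 note: 0% = DMSO plus EC80 beta-PEA response and 100% = DMSO alone without agonist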
Target sequence (Q96RJ0 whole entry, looked up): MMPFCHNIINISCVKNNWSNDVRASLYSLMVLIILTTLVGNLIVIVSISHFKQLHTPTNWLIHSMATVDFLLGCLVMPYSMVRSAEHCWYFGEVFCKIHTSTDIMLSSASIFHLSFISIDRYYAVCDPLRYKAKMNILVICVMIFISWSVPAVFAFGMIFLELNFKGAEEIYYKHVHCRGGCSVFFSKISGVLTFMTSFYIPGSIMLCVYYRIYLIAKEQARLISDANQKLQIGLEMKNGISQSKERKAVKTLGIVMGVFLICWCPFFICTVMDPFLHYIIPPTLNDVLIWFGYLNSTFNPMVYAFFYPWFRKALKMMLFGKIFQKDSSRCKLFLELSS
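Material: CHO RD-HGA16 cells bearing hTAAR1; compound dosing: one-point dosing, 3 µM nominal final; schedule: dye loading 75 min at 37 °C, then 30 min room temperature; measured by: calcium fluorescence with Fluo-8; control set: vehicle and agonist controls; replication: n of 1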
CHO-K1 Ca ag: counter-screen for M1 agonists: effect in parental CHO-K1 cells; AID 602248; Fluo-8 calcium fluorescence; scaled to maximal ATP response, vehicle zero; activation, % at 3 µM; 360,000 tested, 0.48% active; in the data active = activation above about 15%;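 note: untransfected CHO-K1 host cells lacking M1 receptor as counterscreen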
CHO-K1 Ca PAM: counter-screen for M1 PAMs: effect in parental CHO-K1 cells; ATP EC20, Fluo-8 calcium fluorescence; 0% at ATP EC20, 100% at ATP max; activation, % at 3 µM; 360,000 tested, 0.02% active; AID 602247;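 active = activation above the run cutoff, the mean activation of all test compounds plus 3 SD, cut at about 40% in these data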;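 note: peak over basal fluorescence ratio in a 140 s read after ATP addition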
OXTR ag: activates the human oxytocin receptor; AID 2435; activation, % at 3 µM; CHO-OTR cells, Fluo-8 calcium fluorescence; normalized: DMSO 0%, oxytocin 100%; 320,000 tested, 0.32% active;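 active = activation above the mean of all tested compounds plus 3 SD, cutoff set per screening run, cut at about 20% in these data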;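 note: peak over basal fluorescence ratio from a 100 s FLIPR kinetic read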
Target sequence (P30559 whole entry, looked up): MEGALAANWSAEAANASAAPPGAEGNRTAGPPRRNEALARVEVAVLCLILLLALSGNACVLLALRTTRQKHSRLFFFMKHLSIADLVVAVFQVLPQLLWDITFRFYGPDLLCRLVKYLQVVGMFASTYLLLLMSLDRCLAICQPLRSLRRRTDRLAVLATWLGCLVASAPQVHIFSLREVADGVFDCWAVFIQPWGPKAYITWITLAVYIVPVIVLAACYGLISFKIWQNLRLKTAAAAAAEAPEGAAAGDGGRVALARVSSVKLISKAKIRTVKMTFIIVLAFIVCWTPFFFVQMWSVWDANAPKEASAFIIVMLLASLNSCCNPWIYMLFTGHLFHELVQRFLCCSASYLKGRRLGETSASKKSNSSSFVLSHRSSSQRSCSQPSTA
GPR7 antag: human neuropeptides B/W receptor 1 antagonism. P48145. GPR7-expressing cells, fluorescence antagonist assay. inhibition, % at 4.4 µM. 290,000 tested, 1.1% active. AID 1861; in the data active = inhibition above about 16%, passing the limit was not always enough;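 note: cells stimulated with the agonist NPW; 0% = agonist with vehicle and 100% = vehicle without agonist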
Target sequence (P48145 whole entry, looked up): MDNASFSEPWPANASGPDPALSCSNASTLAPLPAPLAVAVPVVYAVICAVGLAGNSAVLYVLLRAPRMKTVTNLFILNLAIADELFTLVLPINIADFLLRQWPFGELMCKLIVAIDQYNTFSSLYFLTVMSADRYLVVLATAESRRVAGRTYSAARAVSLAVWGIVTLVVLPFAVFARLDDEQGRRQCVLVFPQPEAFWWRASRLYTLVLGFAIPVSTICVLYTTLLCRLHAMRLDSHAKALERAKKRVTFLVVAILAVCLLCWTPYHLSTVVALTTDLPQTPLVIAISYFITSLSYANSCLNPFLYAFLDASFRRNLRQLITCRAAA
OXTR potentiator: human OXTR potentiation | 320,000 tested, 0.061% active | CHO-OTR cells, Fluo-8 calcium fluorescence, potentiator mode; 0% = oxytocin EC15, 100% = EC100 | P30559 | activation, % at 3 µM;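 active = activation above that plate's cutoff, the mean activation of tested compounds plus 3 SD, cut at about 6.6% in these data, passing the limit was not always enough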;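 note: 100% uses oxytocin at 75 nM as the full agonist control; some results filed as inactive read as strong as hits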
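Material: human OTR in CHO cells. Compound: 3.0 µM, one dose. Timing: compound 6 min at room temperature before oxytocin, 100 s read. Evaluation: % activation of max/min ratio relative to oxytocin controls. Replication: single well per compound, singlicate. Signal: Fluo-8 calcium dye fluorescence.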
* = called active by the depositor; . = not tested or not shown.

SMILES	V1aR counter	CHO parental Ca	CHO-K1 Ca antag	TAAR1 antagonist	CHO-K1 Ca ag	CHO-K1 Ca PAM	OXTR ag	GPR7 antag	OXTR potentiator
COc1ccc(OC)c(C(=O)COC(=O)c2cccnc2SC)c1	.	.	2.5	-17.9	5.7	13.4	.	.	.
O=C(Nc1ccc(N2CCCC2=O)cc1)c1cccc(F)c1	1.3	-0.5	-7.7	17.6	0.4	-8.3	-0.1	-15.8	-2.6
C[C@H]1COC2=C1C(=O)C(=O)c1c2ccc2c1CCCC2(C)C	-0.7	-19.2	3.2	.	-0.6	13.8	-2.2	-6.4	-2.5
Cc1cnn(-c2ccc3nnc(-c4ccc(Cl)cc4)n3n2)c1	0.0	-9.3	1.2	-3.4	0.1	4.8	0.0	-15.1	-9.5
COc1ccc(CNC(=O)CN2CCC(NC(=O)c3ccccc3C)CC2)cc1	0.1	-18.6	-11.6	5.7	1.1	0.2	0.2	-10.1	-4.2
Cc1cccc2sc(N(CCN3CCOCC3)C(=O)CCS(=O)(=O)c3ccccc3)nc12	0.3	-12.7	-5.4	42.1	1.4	11.1	1.9	.	-2.0
COc1ccc(NC(=O)CSc2nc3c(c(=O)[nH]2)CCC3)cc1OC	0.3	-12.6	-7.4	-8.3	0.4	15.5	-0.7	-9.3	1.6
COc1cc2c(cc1OC)CN(c1nc(CN3CCCC3)nc3sc(C)c(C)c13)CC2	-0.1	-20.3	-15.0	-27.2	0.5	4.0	0.1	-9.3	-12.8
CCN1C(=O)[C@H]2[C@@H](c3ccc(-c4ccc(F)cc4)c(OC)c3)N[C@@](Cc3ccccc3)(C(=O)OC)[C@H]2C1=O	3.0	-17.5	-7.1	1.5	0.4	1.8	2.5	.	4.7
Cc1cccc(CN(Nc2ccccc2)c2ccccc2)n1	.	.	-6.4	-3.4	-0.6	10.4	.	.	.
CN1CCN(c2ccc(CNC(=O)c3ccc(-c4ccc(F)c(F)c4)c4ccoc34)cc2)CC1	.	.	-5.0	-10.3	0.1	1.1	.	.	.
COc1cccc(NC(=O)CSc2nnc(CNC(=O)c3ccccc3)n2C)c1	-0.3	-5.6	-12.3	14.4	0.2	-6.0	-1.2	1.4	-2.7
Cc1cccc(-c2cc3nc(-c4ccccc4)cc(=O)n3[nH]2)c1	9.2	-7.1	-17.9	7.7	1.7	9.1	3.8	4.2	-18.7
COc1cc(S(=O)(=O)N2CCOCC2)ccc1NC(=O)COC(=O)COc1ccccc1	1.6	-11.7	11.0	-5.4	1.0	3.1	-0.4	-12.6	-0.6
CCOc1ccc2c(c1)nc(C)n2C	-0.1	-3.6	-14.8	-28.7	1.2	12.0	-0.5	-10.8	2.4
Cn1c(=O)c2sc3c(c2n(CC(=O)Nc2ccccc2)c1=O)COC(C)(C)C3	0.8	-2.7	-7.4	-34.5	2.5	-9.9	0.6	0.1	-8.2
O=C(NCCCCCNC(=O)c1ccco1)c1ccco1	1.4	-1.3	0.1	4.1	0.7	15.2	0.3	4.7	-14.8
COc1ccc(CCNC2CCC(c3ccccc3)CC2)cc1 (stereo unspecified)	1.9	-13.2	-5.8	-1.9	1.8	3.1	1.9	-9.8	-7.8
Cc1cccc(N2N=C(C(=O)OCC(=O)c3ccccc3)CCC2=O)c1	0.5	-10.8	-3.5	-9.8	-0.3	-6.9	1.1	.	4.9
CC1(NC(=O)c2ccccc2)CCN(CCc2cccs2)C1=O (stereo unspecified)	0.1	2.6	-7.5	-1.6	0.4	21.9	-0.3	.	-3.6
Cc1ccc2nc(N(CCN(C)C)C(=O)c3cc(Cl)sc3Cl)sc2c1	0.3	-8.3	-4.6	-6.7	-0.3	14.3	1.1	-4.1	-2.3
O=C(Nc1ccccc1)Nc1ccc2nnsc2c1	15.3	31.3	25.4*	3.0	18.5*	-10.7	12.6	32.6*	-18.1
CCn1c(SCC(=O)Nc2cc(C(C)(C)C)nn2-c2ccccc2)nnc1-c1cccs1	-0.1	-15.3	18.1	-2.7	0.4	-13.7	-2.2	-7.9	-2.9
CN1C(=O)[C@H]2[C@@H](/C=C/c3ccccc3)N3C(=O)CN(Cc4ccccn4)C(=O)[C@@]3(C)[C@H]2C1=O	0.1	-8.4	-19.3	9.1	1.2	16.6	-0.2	-0.5	5.7
O=C(O)C1C2C=CC(C2)C1C(=O)OC1CC2CCC1C2 (stereo unspecified)	0.2	-10.8	-5.8	-0.6	-0.1	-8.9	0.3	-9.4	1.5

The final two entries of the part above are carried over, then new ones follow:
SMILES	V1aR counter	CHO parental Ca	CHO-K1 Ca antag	TAAR1 antagonist	CHO-K1 Ca ag	CHO-K1 Ca PAM	OXTR ag	GPR7 antag	OXTR potentiator
CN1C(=O)[C@H]2[C@@H](/C=C/c3ccccc3)N3C(=O)CN(Cc4ccccn4)C(=O)[C@@]3(C)[C@H]2C1=O	0.1	-8.4	-19.3	9.1	1.2	16.6	-0.2	-0.5	5.7
O=C(O)C1C2C=CC(C2)C1C(=O)OC1CC2CCC1C2 (stereo unspecified)	0.2	-10.8	-5.8	-0.6	-0.1	-8.9	0.3	-9.4	1.5
Nc1cc(S(=O)(=O)c2ccc(O)c(N)c2)ccc1O	-0.1	-0.6	-5.3	-12.7	0.9	10.6	0.4	-9.2	1.9
Cc1ccc2c(CN(C)Cc3ccc(Cl)cc3Cl)cc(=O)oc2c1	0.6	-18.2	-22.1	13.3	1.9	-15.4	1.1	2.6	-8.8
CCOc1ccc(NS(=O)(=O)c2cc(C(=O)N3CCN(c4ccccc4O)CC3)ccc2Cl)cc1	.	.	-0.7	33.4	3.6	-11.9	.	.	.
COc1ccc(-c2nn(-c3ccccc3)cc2C(=O)N2CCN(S(=O)(=O)c3ccccc3C#N)CC2)cc1	-0.5	-27.8	8.5	49.9*	3.3	7.5	0.4	.	-0.5
C=C1CCN([C@@H](CC(C)C)C(=O)NCc2ccc(OC)cc2)S(=O)(=O)c2ccccc21	-0.8	-25.7	-18.6	12.4	-0.9	8.2	-0.7	.	4.3
O=C1CC(Cc2ccc(Cl)cc2)C(=O)N1c1ccncc1 (stereo unspecified)	4.2	-5.6	-3.9	-18.9	0.9	7.0	0.0	-12.0	-8.8
CNc1nc(NCCCN2CCCC2=O)c2sccc2n1	.	.	-2.4	17.1	1.5	8.1	.	.	.
CC(Oc1ccc(Br)cc1)C(=O)Nc1ccncc1 (stereo unspecified)	11.8	-0.7	13.3	21.0	5.8	-16.7	11.7	2.6	-25.2
O=C1C(=O)N(c2nccs2)C(c2ccccc2)/C1=C(\O)c1ccc2c(c1)OCCO2 (stereo unspecified)	1.2	-14.9	5.7	.	4.0	-5.3	0.8	5.5	-5.6
O=C(O)CCC(=O)Nc1ccc(C(=O)N2CCCCC2)cc1	0.2	2.2	-17.0	3.8	1.1	26.5	-0.4	-3.3	-3.2
CNC(=O)NNC(=O)c1csc(Cc2c(Cl)sc3ccc(Cl)cc23)n1	-0.4	-17.6	-5.0	-1.4	4.4	13.2	-0.9	-6.0	-4.5
Cc1ccc(N=C(N)N=C(N)N)c(C)c1	0.2	-8.2	-16.7	-10.5	2.8	16.4	0.2	-4.0	1.1
Cc1cccc(C)c1Cn1c(C)c(C(=O)NCc2cccc(Cl)c2)sc1=O	.	.	3.8	-20.8	0.9	11.9	.	.	.
O=C(N=C1SC2CS(=O)(=O)CC2N1c1cccc(Cl)c1Cl)C1CCCO1 (stereo unspecified)	0.3	-12.8	-2.5	-19.4	-0.3	4.1	1.2	-14.5	-8.9
COC(=O)c1ccc(NC(=O)C2CCCN2S(=O)(=O)c2ccc(OC)cc2)cc1 (stereo unspecified)	0.6	-23.4	-1.2	4.0	1.3	6.1	-0.9	3.9	-11.3
Cc1ccc(C)c(N(C(=O)Cc2cccs2)C(C(=O)NC2CCCC2)c2ccc(C)o2)c1 (stereo unspecified)	0.6	-8.1	14.7	-12.1	-0.2	-6.3	-0.1	-6.9	-1.9
C[C@H](CO)N1C[C@H](C)[C@@H](CN(C)C(=O)Nc2ccc(C(F)(F)F)cc2)Oc2ccc(NC(=O)C3CCCCC3)cc2C1=O	0.4	-20.3	-10.0	-5.8	-0.1	8.8	1.5	.	-0.1
CCC(=O)Nc1cccc(NC(=S)NC(=O)c2ccccc2C)c1	1.5	-3.2	-4.2	-6.5	2.8	-6.1	1.4	3.6	-8.2
Cc1ccc(C(=O)N2CCC(C)CC2)cc1NC1=NC2CS(=O)(=O)CC2S1 (stereo unspecified)	-0.2	-6.2	-2.1	-1.4	0.9	18.6	-0.4	-3.2	-9.2
Cc1cc(C)c(S(C)(=O)=O)c(Oc2cccc(Cl)c2)n1	-1.8	-7.6	14.2	-16.1	-0.4	-7.7	-2.9	-9.3	-14.6
Cc1ncoc1C(=O)Nc1ccc2c(c1)OCCO2	-0.9	-0.3	-1.5	2.5	-0.5	15.2	-1.5	0.3	-4.0
CCOC(=O)C1CCN(C(=O)C2CCN(S(=O)(=O)c3c(C)noc3C)CC2)CC1	0.4	-3.3	-6.7	1.1	0.3	6.6	-0.3	0.1	1.1
COc1ccc(S(=O)(=O)NCc2ccco2)cc1N(C)S(=O)(=O)c1ccccc1	3.1	-15.2	-12.0	20.7	7.3	-12.0	2.8	1.8	-3.5
Cc1ccc(C(=O)N2CCc3ccccc32)o1	-1.3	-8.1	-6.6	-41.8	-0.8	17.3	-2.6	-8.0	-3.5
C#CCNC(=O)C1=C[C@@H](C2CCCCC2)C[C@@H](OCCCCO)O1	0.8	-12.1	-12.0	-6.1	0.1	9.1	0.1	-4.7	0.5

Next section:
SMILES	V1aR counter	CHO parental Ca	CHO-K1 Ca antag	TAAR1 antagonist	CHO-K1 Ca ag	CHO-K1 Ca PAM	OXTR ag	GPR7 antag	OXTR potentiator
COc1ccc(Nc2nc(-c3sc(N)nc3C)cs2)cc1	-0.8	-3.7	-3.5	7.7	0.2	12.2	-1.4	-10.0	-18.5
Clc1cccc(/C(Cc2nc3ccccc3[nH]2)=N\Nc2ccccc2)c1	0.1	-16.2	0.2	17.4	0.6	10.4	-0.8	-4.0	-5.2
CN(C)c1ccc(S(=O)(=O)N2CCCCC2)cc1NC(=O)CN1C(=O)NC2(CCCC2)C1=O	-0.5	-20.7	11.0	-23.5	-0.3	-10.1	0.0	.	-8.8
CCOP(=O)(OCC)C(NC(=O)Nc1ccc(Cl)cc1)c1ccccc1 (stereo unspecified)	-0.7	-10.5	-3.6	5.1	2.3	24.0	-0.1	-5.6	-4.1
COc1cccc(C(=O)CSc2nnc(-c3cc(OC)cc(OC)c3)o2)c1	0.5	-4.0	-0.6	5.7	-0.1	-3.8	-1.0	20.1	-2.5
COc1ccc(NC(=O)Nc2ccc(F)cc2F)c(C)c1	0.1	-1.6	-5.3	12.1	0.4	17.0	-1.4	-7.4	-14.3
C/C(=N\NC(=O)c1ccc(NS(=O)(=O)c2cccs2)cc1)c1ccc2ccccc2c1	0.3	-5.1	2.4	4.2	0.4	3.0	-0.8	-3.5	-3.1
COc1ccccc1-c1nc(C#N)c(N2CCN(C(c3ccccc3)c3ccccc3)CC2)o1	0.3	-9.2	0.3	-29.5	0.5	5.9	0.6	-2.2	-8.7

Screening data deposited in PubChem BioAssay by The Scripps Research Institute Molecular Screening Center.

An unsorted share of the library. Share with any hit: about 3.5%.
